# p47phox inh: blocks human p47phox regulatory protein of NADPH oxidases | p47phox/p22phox peptide binding, fluorescence polarization, 2 h | actives 0.53% (n = 220,000) | P14598 | inhibition, % at 24.7 µM | AID 1274;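 active = inhibition above about 30%, limit read from the data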;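 also: 0% = p47phox with labelled peptide and 100% = labelled peptide alone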
# Target sequence (P14598 whole entry, looked up): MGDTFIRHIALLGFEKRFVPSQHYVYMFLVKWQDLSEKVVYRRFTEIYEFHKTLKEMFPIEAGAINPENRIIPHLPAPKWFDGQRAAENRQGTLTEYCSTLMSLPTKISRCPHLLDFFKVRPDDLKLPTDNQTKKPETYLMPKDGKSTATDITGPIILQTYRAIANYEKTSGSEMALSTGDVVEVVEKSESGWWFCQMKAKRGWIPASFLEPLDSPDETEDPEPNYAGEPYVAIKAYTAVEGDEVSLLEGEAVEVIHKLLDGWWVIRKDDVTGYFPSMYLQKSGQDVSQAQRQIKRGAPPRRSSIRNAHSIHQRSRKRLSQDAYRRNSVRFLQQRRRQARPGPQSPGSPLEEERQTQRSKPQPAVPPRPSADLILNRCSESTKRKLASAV
# TNF necrop inh: blocks TNF-alpha induced death of Jurkat FADD-/- cells. Jurkat FADD-/- TNF necroptosis rescue, ATP luminescence, 24 h; 0 = TNF only, 100 = no-TNF cells. activation (protection from cell death), % at 10 µM. actives 0.068% (n = 220,000). AID 463075;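 active = activation, meaning protection from cell death, of at least 50% relative to plate controls; inactive = activation below 50%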;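 also: necroptosis triggered by 40 ng/mL TNF-alpha added together with compound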
# EBV gp42 inh: blocks Epstein-Barr virus glycoprotein 42 binding; Q1HVG2; Fluorescence polarization binding assay, mP read-out; inhibition, % (tested at 21.74 µM); actives 0.42% (n = 220,000); in the data active = inhibition above about 50%
# Mdm2 ligase inh: inhibitors of human Mdm2 E3 ubiquitin ligase; Q00987; cell-based MDM2 ubiquitination luciferase reporter, 2 h; 0 = plate control, 100 = twice control, blank-subtracted; signal enhancement, % at 5 µM; actives 0.11% (n = 210,000); AID 1230;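 active = signal enhancement of 30% or more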;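 also: luminescence tracks abundance of the self-degrading MDM2-luciferase fusion protein; higher signal means inhibition of MDM2 E3 ligase activity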
#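 Timing – 2 h compound exposure at 37 °C · Assay system – mammalian cells stably expressing self-ubiquitinating, self-degrading MDM2 E3–luciferase fusion · Amount – 2000 cells seeded into each well · Measure – % luminescence enhancement versus blank-corrected plate control mean · Measured by – SteadyLite luminescence, 15 min reagent step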
# TRPN1 ag: agonists of zebrafish TRPN1 channel; HEK293 zebrafish TRPN1-YFP, Fluo-8 calcium fluorescence; 100% = response to 87 µM carbachol; activation, % at 3 µM; actives 0.18% (n = 220,000); AID 1424;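 active = activation above its plate's cutoff, the mean activation of test wells on that plate plus 3 SD, cut at about 19% in these data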;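 also: 0% = DMSO alone and 100% = 87 µM carbachol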
#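 Assay system: Zebrafish TRPN1-YFP in HEK293 cells | Incubation: Dye loading 1 h at 37 °C, then 30 min room temperature | Measured by: Kinetic Fluo-8 fluorescence, ex 470-495, em 515-575 nm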
# PPC-1+TRAIL kill: PPC-1 cancer cell killing with TRAIL present; AID 1443; PPC-1 cells + TRAIL, ATPLite viability luminescence; actives 0.41% (n = 220,000); cell killing (% activity), % at 4 µM;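 active = cell killing above 50% in the first pass at 4 µM, then a duplicate retest at 5 µM averaging 50% or more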;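 also: plate controls were cells with TRAIL plus DMSO for no effect and medium-only wells lacking cells for full effect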
# TRPML3 agonist: human mucolipin-3 channel agonism. Q8TDD5. HEK293 TRPML3-YFP, Fluo-8 calcium fluorescence; 100% = the carbachol control signal. activation, % at 3 µM. actives 0.29% (n = 220,000). AID 1448;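 active = activation above its plate's cutoff, the mean activation of the plate's test wells plus 3 SD, cut at about 12% in these data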;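 also: 0% = DMSO only wells and 100% = carbachol wells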
#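 Test system: HEK293 cells stably carrying human TRPML3-YFP; Doses: single dose, 3 µM final nominal compound, 0.3% DMSO final; Schedule: dye loading 1 h 37 °C then 30 min ambient, 125 s read; Technique: Fluo-8 calcium fluorescence; Benchmarks: high control carbachol 87 µM, low control DMSO.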
# Runt-SMMHC FRET: Runt domain-CBFb-SMMHC interaction inhibition. Q01196+Q13951. AID 1434. inhibition, % at 20 µM. actives 0.74% (n = 220,000). Cerulean-Runt/Venus-CBFb-SMMHC FRET ratio 530/480, 1 h;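 active = mean inhibition across duplicate retests at 20 µM reaching about 50%, limit read from the data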;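 also: 0% = DMSO wells and 100% = wells with excess untagged CBFb-SMMHC; inhibitors lower the FRET ratio by blocking Runt binding to CBFb-SMMHC; some results filed as inactive read as strong as hits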
# Target sequence (Q01196 whole entry, looked up, the tested form may be a part): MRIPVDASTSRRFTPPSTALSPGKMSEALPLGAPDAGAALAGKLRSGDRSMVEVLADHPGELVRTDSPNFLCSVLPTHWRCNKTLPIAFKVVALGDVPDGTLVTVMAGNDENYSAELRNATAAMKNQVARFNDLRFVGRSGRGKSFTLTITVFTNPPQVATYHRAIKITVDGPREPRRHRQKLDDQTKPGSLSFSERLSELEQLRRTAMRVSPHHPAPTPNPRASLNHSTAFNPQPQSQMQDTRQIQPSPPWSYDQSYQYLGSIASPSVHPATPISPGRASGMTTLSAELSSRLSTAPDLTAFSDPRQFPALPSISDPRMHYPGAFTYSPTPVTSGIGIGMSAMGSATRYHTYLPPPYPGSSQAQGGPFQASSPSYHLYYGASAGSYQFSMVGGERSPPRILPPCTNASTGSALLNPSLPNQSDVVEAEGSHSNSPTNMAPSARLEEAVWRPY
# Target sequence (Q13951 whole entry, looked up, the tested form may be a part): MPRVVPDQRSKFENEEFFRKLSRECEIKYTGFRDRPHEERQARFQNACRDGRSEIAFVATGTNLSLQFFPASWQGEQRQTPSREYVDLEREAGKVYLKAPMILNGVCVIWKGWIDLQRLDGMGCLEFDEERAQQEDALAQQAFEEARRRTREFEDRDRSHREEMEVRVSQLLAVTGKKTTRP
# CHOP inhibitor: blocks CHOP induction under ER stress. CHO-K1 CHOP-promoter luciferase, tunicamycin-induced, 15-18 h. inhibition, % at 10 µM. actives 3.8% (n = 220,000). AID 2732;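 active = compounds that reduced the stress-induced luciferase reporter signal by more than about 70% of percent inhibition, limit read from the data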;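 also: 0% = tunicamycin plus vehicle and 100% = wells without tunicamycin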
# Numbers without * were called inactive; x = not tested or not shown; [ ] = another dose, or the depositor's remark.
compound	p47phox inh	TNF necrop inh	EBV gp42 inh	Mdm2 ligase inh	TRPN1 ag	PPC-1+TRAIL kill	TRPML3 agonist	Runt-SMMHC FRET	CHOP inhibitor
COc1ccc(C(C)C)cc1S(=O)(=O)Nc1ccccn1	-7	0.1	9	-8	-0.8	19	0.8	0	14
CCOc1ccc(OCC)c(-c2c(=O)n(OCc3ccc(C(C)(C)C)cc3)c3ccccc3[n+]2[O-])c1	-12	-7.7	-22	-27	0.6	25	0.4	-16	15
O=C(NCCCN1CCOCC1)c1cc2c(=O)[nH]c3ccccc3c2s1	-5	0.8	-2	-3	0.8	-7	1.4	2	-1
CSc1cccc(NC(=O)CN2C(=O)c3ccccc3S2(=O)=O)c1	-8	3.7	-3	-14	-0.1	17	-0.6	-2	-33
Cc1nnc(SCc2cccc3ccccc23)n(N)c1=O	0	-1.4	-16	-6	-0.3	18	1.2	1	27
COc1cc(/C=N/S(=O)(=O)CCc2ccccc2)ccc1O	-8	1.0	-2	x	-0.5	1	0.1	4	14
O=C(c1ccc2c3n(nc2c1)-c1ccccc1CO3)N1CCCCC1	-18	-19	-14	15	x	58*[5 µM]	x	2	-14
CC(C)C(=O)NC(C)C(c1cccs1)N1CCN(c2ccccc2)CC1 (configuration not stated)	-8	-1.5	-12	-6	-0.7	-15	0.3	3	17
Cc1ccc(NC(=O)COC(=O)c2ccc3c(c2)OCCO3)cc1S(=O)(=O)N1CCOCC1	-20	1.1	-6	-12	1.3	18	1.1	-2	7
O=C(CSc1nc(O)c(-c2ccccc2)c(=O)[nH]1)N1CCOCC1	-1	-1.0	-2	5	1.2	10	0.8	-7	11
C=CCn1c(SCC(=O)Nc2sc(C)c(C)c2C(=O)OCC)nnc1-c1sc(N)nc1C	-12	-1.7	1	-12	1.5	9	-0.1	-5	39
CCOC(=O)C1(CCOC)CCN(Cc2ccc(C3CCCCO3)s2)CC1 (configuration not stated)	-1	0.2	-16	-17	1.4	-1	0.0	3	10
Cc1ccc(-n2nnc(-c3ccnc4ccccc34)n2)cc1	-14	0.7	-11	x	-0.5	-3	0.4	-1	-15
COc1ccc(C2CC(c3ccccc3)=NN2S(=O)(=O)c2ccccc2)cc1 (configuration not stated)	-253	-3.4	-24	-5	1.1	15	-0.3	-6	5
CCOc1ccc(-c2nc(-c3ccc(OC)cc3)no2)cc1OCC	-8	-2.2	8	-14	0.2	12	-0.7	-7	20
O=C(Nc1ccc(Br)cc1)c1ccc(F)c(S(=O)(=O)NCc2cccs2)c1	-8	-8.7	9	-19	7.5	8	1.2	-3	93*
CCOC(=O)c1csc(NNC=O)n1	-11	0.9	-7	2	0.8	9	0.5	1	1
O=C(N=c1ccn(-c2nc3ccccc3nc2NS(=O)(=O)c2ccc(Cl)cc2)cc1)c1ccccc1Cl	-29	0.6	43	-10	1.9	5	0.7	-166	29
COc1ccc(NC(=O)Cc2c(F)cccc2Cl)cc1	-6	21	-11	-7	-1.3	25	-0.8	-8	2
Cc1ccc(CNC(=O)c2nn(C)c(C)c2[N+](=O)[O-])cc1	1	0.2	-1	-43	1.3	12	0.3	2	38
OCCC1CN(Cc2cnc(-c3ccccc3)s2)CCN1Cc1ccccc1 (configuration not stated)	3	2.0	-6	1	3.7	-2	1.4	-3	25
O=C(NCc1ccccn1)Nc1ccc(F)cc1	-12	2.3	-12	-1	-0.3	7	-0.6	3	-19
S=C(Nc1ccccc1Cl)N1CCCCC1	-18	1.1	-28	-9	1.4	25	0.6	4	-1
Cn1c(=O)c2c(ncn2CC(=O)NCc2cccnc2)n(C)c1=O	-2	0.8	-25	x	1.1	-6	0.8	3	11
O=C(CN1CCN(c2ccccc2)CC1)Nc1ccccc1Cl	-2	1.8	-15	-6	-0.8	10	0.4	1	4
O=C(CN1CCN(c2ncccn2)CC1)N1CCc2ccccc21	-6	-0.2	4	-5	1.4	-2	0.8	2	-20
CC(=O)N1CCN(c2ccc([N+](=O)[O-])c(NCC3CCCO3)c2)CC1 (configuration not stated)	-9	-3.3	-6	-1	-1.1	-5	-0.5	-2	66
O=C(c1ccc(F)cc1)N1CCCCC(Sc2nnnn2-c2ccccc2)C1=O (configuration not stated)	-14	0.0	-2	-5	-1.7	8	-0.5	-2	37
O=C(OCc1ccc([N+](=O)[O-])cc1)C1CC(=O)N(c2ccccc2)C1 (configuration not stated)	-3	0.4	-15	-13	-1.6	15	0.5	0	4
C/C(=N\NC(=O)Cn1c(C)nc2ccccc21)c1cccs1	0	0.1	-16	-6	5.4	4	1.9	4	16
COCCSc1ccccc1C(=O)N1CCC(Cc2ccccc2)CC1	-11	0.3	7	-8	0.5	7	-0.1	-6	23
Cn1ncc2c(Nc3ccccc3Cl)nc(Nc3ccccc3Cl)nc21	-11	1.5	-1	-30	-0.4	6	-1.0	-7	31
NS(=O)(=O)c1ccc(NC(=O)C2Cc3ccccc3C(=O)O2)cc1 (configuration not stated)	-6	0.1	1	-6	2.0	3	0.6	-1	9
O=C(c1oc2ccccc2c1N1CCCCC1)N1CCCCC1	-6	-2.2	-11	-6	-0.3	-10	-1.1	0	13
O=C(CSc1nnnn1C1CCCCC1)N1c2ccccc2Sc2ccccc21	-11	-0.7	-3	-6	-0.3	6	0.4	-9	-5
O=c1[nH]c2ccccc2nc1NCCN1CCOCC1	-4	-3.8	-6	-14	-0.2	6	-0.1	1	-1
CCOC(=O)CN1C(=O)C(O)(CC(=O)c2ccc3c(c2)CCCC3)c2ccccc21 (configuration not stated)	2	-1.5	-7	x	-0.1	3	-0.1	-1	14
CCCCCOC(=O)CSc1nnc(-c2ccccc2)c(=O)[nH]1	-8	-0.1	-10	-9	0.6	-8	0.4	2	14
CCCN1C(=O)C(Cc2nc3ccccc3c(=O)n2-c2ccccc2)c2cc(C)ccc21 (configuration not stated)	-3	-3.4	1	10	1.3	-2	0.4	4	15
COC(=O)Cn1c(CN2CCOCC2)nc2c1c(=O)[nH]c(=O)n2C	0	0.1	0	-4	0.2	45	0.5	-9	37
CCOc1ccc(NC(=O)c2c3c(nc4ccccc24)CCC3)cc1	-22	-0.4	-20	-9	-1.3	34	-0.3	-2	10
CC1=C(C(=O)OCc2ccc3c(c2)OCO3)C(c2ccccc2)NC(=O)N1 (configuration not stated)	-16	-3.9	-11	x	1.4	4	0.3	1	x
Cc1ccc(-c2csc(NC(=O)c3ccc4c(=O)n5c(nc4c3)CCCCC5)n2)cc1	-28	-9.1	-22	-21	1.9	18	0.8	-6	26
CC1(C)CC(=O)c2cn3nc(C(F)(F)F)nc3nc2C1	-5	0.6	-8	-3	0.8	-16	0.6	-5	35
S=C(NCCCN1CCOCC1)N1CCN(c2nc(-c3ccc(Cl)cc3)cs2)CC1	-33	4.4	1	-31	5.4	25	3.0	-1	88*
Cc1ccc(CSC2=CS(=O)(=O)c3ccccc3N2)cc1	-6	-4.8	-6	-2	0.2	-1	-1.0	-5	2
C=C(C)C(=O)OCC(=O)NCc1ccccc1	-6	1.7	2	-2	1.3	-4	0.7	-2	-4
COc1ccccc1NC(=O)N1CCN(Cc2ccc3c(c2)OCO3)CC1	3	5.8	0	-7	-0.3	-3	-0.1	2	9
Cc1cccc(NC(=O)CS(=O)(=O)c2c[nH]c3ccccc23)c1C	-8	0.7	-11	-15	-0.5	2	0.3	-5	10
CC1CN(CCCCOc2ccc(C(C)C)cc2)CC(C)O1 (configuration not stated)	-13	1.1	-1	-12	-1.1	11	0.7	2	66

# Other structures follow:
compound	p47phox inh	TNF necrop inh	EBV gp42 inh	Mdm2 ligase inh	TRPN1 ag	PPC-1+TRAIL kill	TRPML3 agonist	Runt-SMMHC FRET	CHOP inhibitor
NC(=O)C(F)(F)C12OC3C4C5CC(C6C5C3C61)C42 (configuration not stated)	2	0.6	-7	-8	0.9	-4	1.5	5	20
Fc1ccccc1NC(=S)N(CCN1CCCCCC1)Cc1cccs1	-14	-0.1	-9	-4	-0.6	1	0.8	-2	-4
CCNc1nc(Oc2ccc(C#N)cc2)cc(C(F)(F)F)n1	-12	-1.5	7	-9	-2.1	-18	-0.9	2	60
CCOC(=O)Cn1c(CCC(=O)O)ccc1-c1ccc(F)cc1	-7	0.2	-2	-15	-1.9	x	0.5	8	16
OCc1ccccc1CNCc1ccccc1	-6	1.6	-19	-1	0.3	7	-0.2	0	-9
CN(C)S(=O)(=O)c1ccc(Cl)c(NC(=O)CN2CCC(Cc3ccccc3)CC2)c1	-9	0.5	15	-16	1.8	22	-0.4	0	40
CN1CCN(C(=O)c2ccc(CSc3nc4ccncc4n3Cc3ccc(F)cc3)cc2)CC1	1	-1.8	2	x	-0.8	-19	0.4	7	4
COc1ccc(/C=N/NC(=S)Nc2cccc(C(=O)O)c2)cc1OC	-13	4.3	3	-15	0.9	43	0.9	0	2
COC(=O)c1c(-c2c(Cl)cccc2Cl)noc1C(=O)NNC(=O)N(C)C	-32	1.0	-21	-2	0.6	-1	0.0	-6	-26
CCOC(=O)Cn1c(-c2cccnc2Cl)nc2cc(Cl)c(Cl)cc21	-14	-0.8	6	-12	1.1	-11	0.5	1	22
Nc1cccc(-c2nnc3n2CCCCC3)c1	0	0.2	-9	-10	1.6	28	1.2	-6	-4
Cc1ccc(S(=O)(=O)N/N=C/c2c(F)cccc2Cl)cc1	-16	1.1	-8	x	0.4	16	0.7	-2	10
Cc1ccc(C=Nc2ccccc2C(N)=O)o1	-9	0.8	-21	5	-0.1	35	0.6	-4	-8
CC(=O)Nc1ccc(S(=O)(=O)NCC2CCC(C(=O)NC(C)c3ccc4c(c3)OCCO4)CC2)cc1 (configuration not stated)	-3	0.3	-5	-7	-0.1	2	0.7	-2	2
COc1ccc(Oc2nc(C(F)(F)F)nc3ccccc23)cc1	-1	-4.2	-10	0	-2.9	15	-0.5	-2	23
O=C(/C=C/c1ccccc1)Nc1ccc(N2CCCCC2)cc1	-4	0.0	-10	5	-0.2	22	0.1	1	23

# Ordered by molecular weight (highest first): three of the compounds above
compound	p47phox inh	TNF necrop inh	EBV gp42 inh	Mdm2 ligase inh	TRPN1 ag	PPC-1+TRAIL kill	TRPML3 agonist	Runt-SMMHC FRET	CHOP inhibitor
CC(=O)Nc1ccc(S(=O)(=O)NCC2CCC(C(=O)NC(C)c3ccc4c(c3)OCCO4)CC2)cc1 (configuration not stated)	-3	0.3	-5	-7	-0.1	2	0.7	-2	2
CN(C)S(=O)(=O)c1ccc(Cl)c(NC(=O)CN2CCC(Cc3ccccc3)CC2)c1	-9	0.5	15	-16	1.8	22	-0.4	0	40
O=C(/C=C/c1ccccc1)Nc1ccc(N2CCCCC2)cc1	-4	0.0	-10	5	-0.2	22	0.1	1	23

# Assay outcomes as filed in PubChem BioAssay.
